POLI inh – DNA polymerase iota (human) inhibition; Q9UNA4; Pol iota fluorescent replication assay, 10 min; Potency, µM (titrated, usually from 115 µM), inactives show top-dose activity, negative = inhibition, hits mostly inhibitors; 390,000 tested, 1% active; AID 588590; further: potency means the concentration at half of the fitted maximal effect
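Pol iota at 10 nM preincubated 15 min with compounds at room temperature; reaction started with fluorescent substrate, 50 nM final. Fluorescence read kinetically at 0 and 10 min; buffer-only wells as negative control.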
Anesthetic bind – candidate novel general anesthetic via apoferritin binding; apoferritin/1-aminoanthracene competitive binding, fluorescence; 350,000 tested, 0.074% active; AID 485281; P02791; Potency, µM (titrated, usually from 77.5 µM), without a hit: at the top dose activity change, negative = displacement, hits mostly inhibitors; further: potency means the concentration at half of the fitted maximal effect; on the % scale 0 is the no-effect control and ±100 the full control effect; nearly all actives have a fitted effect of over 20% in size
Target sequence (P02791 2-175 limits assumed): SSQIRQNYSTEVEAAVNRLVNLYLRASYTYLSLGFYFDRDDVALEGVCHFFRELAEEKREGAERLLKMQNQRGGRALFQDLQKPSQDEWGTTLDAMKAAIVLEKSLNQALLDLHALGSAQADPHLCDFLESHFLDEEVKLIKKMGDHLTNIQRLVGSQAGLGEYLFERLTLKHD
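Steps: apoferritin (10 uM) was premixed with half-saturated 1-AMA in PBS, compounds were pin-transferred, plates stood 10 min at room temperature, fluorescence was read at 380/535 nm, and curves were fitted with a Hill equation.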
Pol eta inh – inhibitors of human DNA polymerase eta | Q9Y253 | recombinant Pol eta, fluorescent DNA replication assay | Potency, µM (series often up to 114 µM), inactives show at the highest dose activity change, negative = inhibition, usual class: inhibitors | 390,000 tested, 1.2% active; further: potency means the concentration at half of the fitted maximal effect; on the % scale 0 is the no-effect control and ±100 the full control effect
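Pol eta at 10 nM preincubated with compounds 15 min at room temperature; reaction started with fluorescent substrate (50 nM final) and read kinetically at 0 and 10 min.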
Pol beta inh – blocks human DNA polymerase beta activity; P06746; Pol beta primer extension/strand displacement, fluorescence kinetic; Potency, µM (titrated, usually from 114 µM), inactives show top-dose activity change, negative = inhibition, usual class: inhibitors; 340,000 tested, 1.3% active; further: potency means the concentration at half of the fitted maximal effect; on the % scale 0 is the no-effect control and ±100 the full control effect
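Homogeneous kinetic assay of primer extension and strand displacement by 10 nM Pol beta, preincubated 15 min at room temperature with compound before 50 nM substrate (final) was added. Read at 0 and 10 min; four-parameter Hill fit.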
RXFP1 antag – antagonists of human relaxin receptor RXFP1 | HEK293-RXFP1, relaxin-stimulated cAMP HTRF, 30 min; hits give low values | activity change, negative = inhibition, % at 57.5 µM | 350,000 tested, 0.59% active;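 active means activity change of -60% or lower, but not beyond a set lower limit; inconclusive means change between -60% and -40%, or beyond the set limit; inactive means change above -40%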; further: on the % scale 0 is the no-effect control and ±100 the full control effect
BLM inh – inhibitors of human Bloom syndrome helicase BLM. P54132. recombinant BLM DNA unwinding, fluorescence dequenching. Potency, µM (series often up to 56.1 µM), for inactives: at the highest dose activity change, negative = inhibition, usual class: inhibitors. 350,000 tested, 0.2% active. AID 2528;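 further: potency means the concentration at half of the fitted maximal effect; plate controls were vehicle for no effect and no enzyme for full effect; nearly all actives have a fitted effect of over 35% in size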
Tb PGK inh – T. brucei PGK inhibition. P07378. PGK/GAPDH coupled, Kinase-Glo luminescence, 60 min. 380,000 tested, 0.043% active. Potency, µM (top dose mostly 57.5 µM), for the others: top-dose activity change, negative = inhibition, actives largely listed as inhibitors; further: potency means the concentration at half of the fitted maximal effect; on the % scale 0 is the no-effect control and ±100 the full control effect; nearly all actives have a fitted effect of over 60% in size
Target sequence (P07378 whole entry, looked up): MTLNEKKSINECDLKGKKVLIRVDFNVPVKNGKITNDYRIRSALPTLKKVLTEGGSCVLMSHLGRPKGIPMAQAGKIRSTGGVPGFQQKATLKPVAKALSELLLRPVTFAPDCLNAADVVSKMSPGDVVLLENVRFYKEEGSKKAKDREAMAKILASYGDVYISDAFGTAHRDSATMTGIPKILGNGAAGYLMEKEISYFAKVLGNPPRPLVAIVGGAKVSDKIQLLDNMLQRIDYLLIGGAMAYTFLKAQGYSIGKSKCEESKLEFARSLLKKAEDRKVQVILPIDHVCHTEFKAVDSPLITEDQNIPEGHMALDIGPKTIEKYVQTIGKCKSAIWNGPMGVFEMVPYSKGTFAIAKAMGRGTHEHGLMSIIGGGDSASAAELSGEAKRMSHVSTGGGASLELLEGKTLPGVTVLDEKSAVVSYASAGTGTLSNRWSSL
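Luminescent ATP detection (Kinase-Glo Plus) follows a 60-minute room-temperature incubation, with wells lacking PGK as controls. Buffer: 100 mM TEA (pH 7.6), 5 mM MgCl2, 0.01% Tween-20. Coupling enzyme GAPDH (100 nM final) supplies unstable 1,3-BPG in-well.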
APE1 inh – APE1 (human) endonuclease inhibition; recombinant APE1, TAMRA/BHQ-2 abasic DNA cleavage fluorescence; Potency, µM (titrated, usually from 65.8 µM), for the others: at the top dose activity change, negative = inhibition, most hits filed as inhibitors; 350,000 tested, 0.35% active; AID 2517;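 further: potency means the concentration at half of the fitted maximal effect; plate controls were vehicle for no effect and reference inhibitor for full effect; nearly all actives have a fitted effect of over 55% in size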
Target sequence (P27695 whole entry, looked up): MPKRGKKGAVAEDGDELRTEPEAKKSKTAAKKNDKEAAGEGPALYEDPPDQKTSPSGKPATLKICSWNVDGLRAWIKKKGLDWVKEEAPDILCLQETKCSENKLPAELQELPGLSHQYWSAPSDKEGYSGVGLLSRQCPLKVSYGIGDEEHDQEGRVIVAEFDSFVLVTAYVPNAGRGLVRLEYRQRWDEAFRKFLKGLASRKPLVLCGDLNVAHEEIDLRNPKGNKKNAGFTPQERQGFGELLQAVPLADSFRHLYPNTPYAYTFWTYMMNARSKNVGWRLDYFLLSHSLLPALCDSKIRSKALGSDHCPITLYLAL
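APE1 at 0.75 nM preincubated 15 min at room temperature with compound. Reaction then started with 50 nM double-stranded THF-abasic substrate labelled with TAMRA/BHQ-2, and 525/598 nm fluorescence read kinetically. Activity taken as third-minus-first read difference, normalized to DMSO and NSC13755 controls.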
Pol kappa inh – blocks human DNA polymerase kappa activity; AID 588579; 400,000 tested, 0.53% active; Potency, µM (top dose mostly 107 µM), for the others: at the highest dose activity, negative = inhibition, hits mostly inhibitors; purified Pol kappa, fluorescent DNA synthesis assay, 10 min; further: potency means the concentration at half of the fitted maximal effect; on the % scale 0 is the no-effect control and ±100 the full control effect
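Activity was followed as the change in fluorescence between reads at 0 and 10 min after starting the reaction with 50 nM substrate. Beforehand, 10 nM polymerase had been preincubated with compound for 15 min at room temperature.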
* hit, by the source's call; i = inactive; u = inconclusive; x = no result given; [ ] = another dose, or the depositor's remark. Unless noted, the call rests on the fitted dose curve; in most records, active means well fitted curve in the direction sought with a large enough effect; inconclusive means small, poorly fitted or top-dose-only effect, or another doubt; inactive means no such curve, though single readings can be large; an effect the other way counts as inactive or inconclusive. The list is partial; count on the stated rates, not on these rows.

SMILES	POLI inh	Anesthetic bind	Pol eta inh	Pol beta inh	RXFP1 antag	BLM inh	Tb PGK inh	APE1 inh	Pol kappa inh
COc1ccc(N2CCN(c3ccc(NC(=O)NN)cc3)CC2)cc1	106%[activator]	-14%	5%	0%	-2	-6%	4%	0%	-2%
Brc1ccccc1OCCCCCN1CCCC1	x	-14%	x	3%	x	-5%	x	5%	x
O=C(c1ccco1)N1CCN(Cc2nnc(-c3ccccc3F)o2)CC1	20%	8%	1%	8%	-2	-9%	3%	21%	-14%
COc1ccc(Cl)cc1NC(=O)CNCc1cccs1	-26%	-10%	-14%	18%	6	-5%	x	21%	0%
Cc1nn(Cc2ccc([N+](=O)[O-])cc2)c(=O)n1-c1ccc(F)cc1	20%	-1%	1%	-8%	10	1%	0%	0%	-10%
COc1ccc2oc(C(=O)OCC(=O)NC(C)(C#N)C3CC3)c(C)c2c1 (stereo not drawn)	21%	x	-9%	x	-4	x	-7%	-4%	-3%
C[C@@H]1CC[C@]2(C(=O)O[C@@H]3O[C@H](CO)[C@@H](O)[C@H](O)[C@H]3O)CC[C@]3(C)C(=CCC4[C@@]5(C)CC[C@H](O[C@@H]6OC[C@H](O)[C@H](O[C@@H]7O[C@H](CO)[C@@H](O)[C@H](O)[C@H]7O)[C@H]6O)C(C)(C)C5CC[C@]43C)C2[C@]1(C)O (stereo partly drawn)	u	x	-19%	x	x	x	-12%	-20%	-17%
COc1cccc(-c2c(NC(=O)c3ccco3)oc3ccc(Cl)cc3c2=O)c1	33%[activator]	-4%	-12%	23%	1	1%	0%	44%	7%
CCCOC1(C(F)(F)F)NC(=O)N(c2ccc(Cl)cc2)C1=O (stereo not drawn)	10%	-13%	-17%	27%	x	-4%	-2%	x	-1%
CC(C)(C)C(=O)Nc1cccc(-c2cn3cccnc3n2)c1	-6%	62%[activator]	5%	-5%	-7	5%	2%	x	-9%[60.1 µM]
O=C(Nc1ccc(S(=O)(=O)N(Cc2ccccc2)c2ccccc2)cc1)c1ccc(F)cc1	23%	-9%	-9%	0%	-4	-12%	-7%	x	13%
CCOC(=O)C1CCN(C(=S)NC2CC3C=CC2C3)CC1 (stereo not drawn)	154%[activator]	1%	-5%	17%	7	-2%	-11%	-1%	-1%

Another view of 3 compounds above.
Molecule,POLI inh,Anesthetic bind,Pol eta inh,Pol beta inh,RXFP1 antag,BLM inh,Tb PGK inh,APE1 inh,Pol kappa inh
COc1cccc(-c2c(NC(=O)c3ccco3)oc3ccc(Cl)cc3c2=O)c1,33%[activator],-4%,-12%,23%,1,1%,0%,44%,7%
CCCOC1(C(F)(F)F)NC(=O)N(c2ccc(Cl)cc2)C1=O (stereo not drawn),10%,-13%,-17%,27%,x,-4%,-2%,x,-1%
CC(C)(C)C(=O)Nc1cccc(-c2cn3cccnc3n2)c1,-6%,62%[activator],5%,-5%,-7,5%,2%,x,-9%[60.1 µM]

New compounds follow
SMILES	POLI inh	Anesthetic bind	Pol eta inh	Pol beta inh	RXFP1 antag	BLM inh	Tb PGK inh	APE1 inh	Pol kappa inh
COc1ccccc1/C=C\C=N\NC(=O)CCn1nnc2ccccc21	-2%	u	-1%	1%	-3	-1%	-5%	4%	-1%[60.1 µM]
CSc1nc2ccc(N3C(=O)C4CCCCC4C3=O)cc2s1 (stereo not drawn)	-20%[58.9 µM]	u	-6%	15%	-8	-1%	-4%	-4%	-4%
CCc1cccc2c(C=C(C#N)C#N)cn(CC(=O)N3CCCCCC3)c12	u	-19%	-5%	18%	-5	-1%	-5%	8%	-5%
Cc1cccc2nc(Cn3c(=O)n(CCC(=O)NCc4ccco4)c(=O)c4sccc43)cc(=O)n12	u	-3%	-1%	4%	0	-2%	i	0%	-4%
Cc1ccc(S(=O)(=O)/N=C(\CN2CCOCC2)N2CCOCC2)cc1	1%	-7%	-3%	25%	-11	0%	i	2%	0%
Cn1c(CN2CCCC2)nc2cc(NC(=O)Nc3ccccc3)ccc21	-8%	-6%	9%	1%	-10	-1%	x	13%	-7%
O=C(NCc1ccco1)c1cnc2ccccn2c1=O	-10%	-8%	1%	-1%	x	0%	-7%	1%	-23%
CCCCCN(C(=O)NC(=O)Nc1ccc(C)cc1C)S(C)(=O)=O	59%[activator]	-19%	-11%	-3%	-5	-2%	-9%	-3%	0%
C[C@H](CCC(=O)OCc1cn(CC(=O)c2ccc(O)cc2)nn1)C1CC[C@H]2[C@@H]3CC[C@@H]4C[C@H](O)CC[C@]4(C)[C@H]3C[C@H](O)[C@]12C (stereo partly drawn)	-18%	x	-15%	x	x	x	1%	x	-7%
Nc1nnnn1CC(=O)N/N=C/c1ccc(-c2cccc(Cl)c2)o1	47%[activator]	36%[activator]	-27%	-21%	u	-4%	-1%	0%	-11%
Cc1ccc2c(c1)C1CN(C)CCC1N2C(=O)COc1ccc(N(C)C(=O)c2ccccc2)cc1 (stereo not drawn)	40%[activator]	-9%	-4%	20%	-23	-8%	-1%	-9%	-4%
Cn1nnnc1Sc1ncnc2scc(-c3ccsc3)c12	22%	x	-11%	x	x	x	-5%	-4%	4%

One compound at a time, as listed above. Screens in order: POLI inh	Anesthetic bind	Pol eta inh	Pol beta inh	RXFP1 antag	BLM inh	Tb PGK inh	APE1 inh	Pol kappa inh
CCCOC1(C(F)(F)F)NC(=O)N(c2ccc(Cl)cc2)C1=O (stereo not drawn) reads 10%	-13%	-17%	27%	x	-4%	-2%	x	-1%
Cc1nn(Cc2ccc([N+](=O)[O-])cc2)c(=O)n1-c1ccc(F)cc1 reads 20%	-1%	1%	-8%	10	1%	0%	0%	-10%

Compounds from the list above that contain a thiophene ring, fused or not, in the order listed:
SMILES	POLI inh	Anesthetic bind	Pol eta inh	Pol beta inh	RXFP1 antag	BLM inh	Tb PGK inh	APE1 inh	Pol kappa inh
COc1ccc(Cl)cc1NC(=O)CNCc1cccs1	-26%	-10%	-14%	18%	6	-5%	x	21%	0%
Cc1cccc2nc(Cn3c(=O)n(CCC(=O)NCc4ccco4)c(=O)c4sccc43)cc(=O)n12	u	-3%	-1%	4%	0	-2%	i	0%	-4%
Cn1nnnc1Sc1ncnc2scc(-c3ccsc3)c12	22%	x	-11%	x	x	x	-5%	-4%	4%

The results go on.
SMILES	POLI inh	Anesthetic bind	Pol eta inh	Pol beta inh	RXFP1 antag	BLM inh	Tb PGK inh	APE1 inh	Pol kappa inh
CS(=O)(=O)c1ccc(Cl)c(NC(=O)c2cccc(Br)c2)c1	123%[activator]	-9%	-3%	13%	-5	0%	5%	10%	-12%
Cc1ccc(S(=O)(=O)N2CCCCC2)cc1NC(=O)CCNC(=O)c1ccc([N+](=O)[O-])cc1	84%[activator]	x	-23%	x	1	x	10%	27%	-3%
CCn1c(SCC(=O)N2CCCC2)nnc1-c1ccco1	23%	-5%	-9%	29%	1	-2%	i	10%	9%
O=C(O)c1ccccc1NCCO	113%[activator]	1%	-11%	3%	3	2%	1%	8%	-11%
COC(=O)Cc1ccc(NC(=O)c2ccc(C(C)(C)C)cc2)cc1	0%	-19%	-15%	-19%	-15	-11%	-1%	5%	-11%
CCCCN(CCCNC(=O)c1cc(Nc2ccc(OC)c(OC)c2)nc2ccccc12)c1ccccc1	8%	-1%	-25%	-10%	-1	-4%	-6%	x	0%
O=S(=O)(c1ccc(Nc2ccc(-c3ccc4c(c3)OCCO4)nn2)cc1)N1CCCC1	-2%	0%	-5%	5%	0	-8%	x	u	-20%
COC(=O)c1ccc(CN2CCN(CCCc3ccccc3)C(CCO)C2)cc1 (stereo not drawn)	-1%	-12%	0%	-1%	9	-2%	-7%	-3%	-7%
O=C(NC1CCCC1)c1cnn2c(C(F)(F)F)cc(-c3ccc4c(c3)OCO4)nc12	5%	2%	-29%	12%	3	4%	1%	-3%	-8%
CCN(CC)C(=O)[C@H]1C[C@H](CC(=O)NCc2cccc(C(F)(F)F)c2)C(=O)N2CCc3c([nH]c4cc(-c5ccco5)ccc34)[C@]12C	u	x	-18%	x	x	x	7%	-23%	-15%
C=CCSc1nnc(NC(=O)CCNC(=O)c2ccco2)s1	u	5%	u	49%	1	-1%	-5%	-10%	-24%
CCOc1ccc(N2C(=O)/C(=C/c3ccccc3)N=C2SC)cc1	-1%	-1%	-9%	22%	-4	-1%	8%	17%	8%
CCOc1ccc(CC(=O)NCc2ccc3c(c2)CCN3C(C)=O)cc1OCC	1%	12%	-5%	-19%	0	2%	10%	x	-6%[60.1 µM]
CCOC(=O)Cc1nc2ccccc2[nH]1	-5%	1%	-9%	0%	2	-2%	i	10%	-10%
CN(C)c1nc2n(c(=O)n1)C(C#N)CS2 (stereo not drawn)	23%	12%	0%	39%	9	6%	0%	-7%	-10%
Cc1ccc2[nH]c(=O)c(C(c3nnnn3C(C)(C)C)N(Cc3ccco3)CC3CCCO3)cc2c1 (stereo not drawn)	-8%	-17%	-11%	2%	-15	1%	x	-3%	0%
COc1cc(C(=O)N2CCN=C2c2ccccc2)cc(OC)c1OC	15%	-5%	-6%	7%	0	-9%	-9%	2%	-3%
COC(=O)c1ccc(N2CCN(C)CC2)c(NC(=O)c2sc3ccccc3c2Cl)c1	-9%	x	-3%	x	-7	x	3%	x	-8%
Cc1ccc2nc3c(cc(C(=O)NCc4ccco4)c(=N)n3C(C)C)c(=O)n2c1	15%	7%	-14%	-1%	-6	1%	-9%	x	-4%
Cc1ccc(Sc2cc(C(=O)NCCN(C)C)c3ccccc3n2)cc1	-23%	5%	-16%	2%	1	-2%	x	16%	6%
CCCOc1ccc(C(CC(=O)O)NC(=O)C(c2ccccc2)c2ccccc2)cc1 (stereo not drawn)	-4%	x	-3%	x	5	x	0%	-16%	-8%

Assay outcomes deposited in PubChem BioAssay by National Center for Advancing Translational Sciences (NCATS).
